# PRMT1 inh: inhibitors of human PRMT1; Q99873; recombinant PRMT1, activity-based probe fluorescence polarization; inhibition, % at 2.79 µM; 1.3% of 370,000 active; AID 652257;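 active = inhibition above about 21% made by adding two undisclosed values, limit read from the data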
# NPR1 activator: GC-A (human) enzyme activation. activation, % at 10 µM. 0.14% of 370,000 active. HEK293 GC-A cells, cGMP TR-FRET, EC30 ANP; 0% at EC30 ANP, 100% saturating ANP; in the data active = activation above about 40%
# Target sequence (P16066 whole entry, looked up): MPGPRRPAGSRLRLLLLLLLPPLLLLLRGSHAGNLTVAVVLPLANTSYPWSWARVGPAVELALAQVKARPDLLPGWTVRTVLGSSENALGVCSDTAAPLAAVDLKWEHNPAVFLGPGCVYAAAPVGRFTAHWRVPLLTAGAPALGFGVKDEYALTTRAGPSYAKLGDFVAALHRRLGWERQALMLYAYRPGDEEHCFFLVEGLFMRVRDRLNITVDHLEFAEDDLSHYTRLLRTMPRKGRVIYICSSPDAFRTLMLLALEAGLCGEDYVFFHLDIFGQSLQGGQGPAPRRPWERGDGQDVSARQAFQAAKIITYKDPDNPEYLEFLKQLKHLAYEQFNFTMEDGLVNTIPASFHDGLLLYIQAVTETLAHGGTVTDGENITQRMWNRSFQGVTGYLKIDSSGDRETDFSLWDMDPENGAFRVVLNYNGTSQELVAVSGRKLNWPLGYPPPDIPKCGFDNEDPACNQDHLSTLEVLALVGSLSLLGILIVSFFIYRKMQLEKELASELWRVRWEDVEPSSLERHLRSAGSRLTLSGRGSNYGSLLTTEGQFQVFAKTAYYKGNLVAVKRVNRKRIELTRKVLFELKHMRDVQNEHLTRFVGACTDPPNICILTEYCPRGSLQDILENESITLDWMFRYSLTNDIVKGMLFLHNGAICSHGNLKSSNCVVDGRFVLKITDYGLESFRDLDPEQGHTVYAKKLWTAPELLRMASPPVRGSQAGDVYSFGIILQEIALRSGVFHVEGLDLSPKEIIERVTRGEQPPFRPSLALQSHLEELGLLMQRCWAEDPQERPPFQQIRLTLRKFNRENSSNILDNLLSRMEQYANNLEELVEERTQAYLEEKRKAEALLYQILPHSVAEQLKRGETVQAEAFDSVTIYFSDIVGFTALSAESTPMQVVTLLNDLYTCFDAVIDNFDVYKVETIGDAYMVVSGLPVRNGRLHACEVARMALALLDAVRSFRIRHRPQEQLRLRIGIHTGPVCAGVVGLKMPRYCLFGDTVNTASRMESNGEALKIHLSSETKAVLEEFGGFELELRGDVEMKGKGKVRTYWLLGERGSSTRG
# HTRA1 inhibitor: HTRA1 (human) protease inhibition | inhibition, % at 5.96 µM | Q92743 | 0.5% of 340,000 active | recombinant HTRA1, FP-rhodamine activity-based probe, fluorescence polarization; in the data active = inhibition above about 36%;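 note: 0% = enzyme with DMSO and 100% = wells lacking enzyme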
# UHRF1 binding: human UHRF1 methylated DNA binding inhibitors; AID 687016; inhibition, % at 4.4 µM; 0.75% of 370,000 active; Q96T88; UHRF1 binding to methylated oligo, TR-FRET; in the data active = inhibition above about 21%;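 note: UHRF1 SRA domain binding a hemimethylated CpG hairpin DNA probe; 0% = median of test compound wells and 100% = reference inhibitor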
# NPR2 activator: GC-B (human) receptor activation | 0.11% of 370,000 active | P20594 | activation, % at 10 µM | HEK293-GC-B cells, CNP EC30, cGMP TR-FRET; 0% at EC30 CNP, 100% saturating CNP;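 active = activation at 10 µM reaching about 35% in either raw or pattern-adjusted values, limit read from the data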
# MBD2 DNA inh: MBD2-methylated oligo binding inhibition; Q9UBB5; TR-FRET, MBD2 binding to methylated oligonucleotide; inhibition, % at 4.4 µM; 0.31% of 370,000 active; in the data active = inhibition above about 13%
# SIAE primary: inhibitors of human sialic acid acetylesterase SIAE; Q9HAT2; SIAE FP-Rh probe binding, fluorescence polarization; inhibition, % at 9.66 µM; 0.69% of 370,000 active;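 active = inhibition above a cutoff: mean of compounds within the control limits plus 3 SD of those, cut at about 17% in these data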;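 note: 0% = plate median of compound wells and 100% = probe without SIAE protein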
# TCR-CD3 inh: inhibitors of human TCR-CD3 interaction; TAMRA-labeled TCR probe fluorescence, biochemical; inhibition, % at 9.4 µM; 0.37% of 360,000 active; AID 651800; in the data active = inhibition above about 19%;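 note: recombinant mutant TCR 2C K166C tagged with TAMRA read by polarization; 0% = receptor in buffer alone and 100% = receptor with positive control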
# rCAG binder: r(CAG) repeat RNA binding. TO-PRO-1 dye displacement fluorescence. inhibition, % at 3 µM. 1.3% of 370,000 active. AID 651821;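 active = inhibition above the plate cutoff, the mean of all test compounds on that plate plus 3 SD, cut at about 35% in these data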;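 note: 0% = DMSO alone and 100% = 100 µM mitoxantrone as full dye displacement; higher means more dye released from RNA so lower well fluorescence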
# ABHD4 inh: ABHD4 (mouse) inhibition, primary FP screen; Q8VD66; purified mABHD4, FP-Rh probe fluorescence polarization; inhibition, % at 8.92 µM; 0.54% of 370,000 active; AID 720543;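 active = inhibition exceeding the mean over every tested compound plus 3 SD, cut at about 30% in these data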;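 note: 0% = plate median of compound wells and 100% = S159A mutant with DMSO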
#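 Doses – 8.92 µM, single dose · Material – wild-type mouse ABHD4 protein · Replication – single well per compound (singlicate) · Measure – percent inhibition of probe binding, normalized to plate controls · Schedule – 45 min compound pre-incubation plus 60 min probe step, 25 °C · Detection – fluorescence polarization with parallel and perpendicular emission, 525/598 nm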
# An asterisk follows results filed as active; · = not tested or not shown. Some of the compounds tested. The share of hits here may be higher or lower than overall.
# The first 4 records (preview)
SMILES,PRMT1 inh,NPR1 activator,HTRA1 inhibitor,UHRF1 binding,NPR2 activator,MBD2 DNA inh,SIAE primary,TCR-CD3 inh,rCAG binder,ABHD4 inh
O=C1C2CCC(C(O)C2)N1Cc1ccccc1 (stereo unspecified),-3.5,-4.4,7.7,0.5,7.1,0.0,-0.4,4.5,1.3,3.6
CCOC(=O)C1C(=O)CC(C)(O)C(C(=O)OCC)C1c1ccc([N+](=O)[O-])cc1 (stereo unspecified),-6.5,-2.0,-1.6,3.0,-3.6,-0.3,-5.8,-1.9,-4.5,-4.0
Cc1ccccc1NC(=O)OCc1cccnc1Sc1ccc(Cl)cc1,-2.3,-0.8,-6.0,-1.2,-3.8,-1.5,-6.7,0.5,-1.3,-9.3
COc1cccc(NC(=S)Nc2cccc3ccccc23)c1,-1.9,4.7,14.1,-5.7,-10.2,-0.9,13.7,2.3,15.9,10.4

# Main list, previewed entries included:
SMILES,PRMT1 inh,NPR1 activator,HTRA1 inhibitor,UHRF1 binding,NPR2 activator,MBD2 DNA inh,SIAE primary,TCR-CD3 inh,rCAG binder,ABHD4 inh
O=C1C2CCC(C(O)C2)N1Cc1ccccc1 (stereo unspecified),-3.5,-4.4,7.7,0.5,7.1,0.0,-0.4,4.5,1.3,3.6
CCOC(=O)C1C(=O)CC(C)(O)C(C(=O)OCC)C1c1ccc([N+](=O)[O-])cc1 (stereo unspecified),-6.5,-2.0,-1.6,3.0,-3.6,-0.3,-5.8,-1.9,-4.5,-4.0
Cc1ccccc1NC(=O)OCc1cccnc1Sc1ccc(Cl)cc1,-2.3,-0.8,-6.0,-1.2,-3.8,-1.5,-6.7,0.5,-1.3,-9.3
COc1cccc(NC(=S)Nc2cccc3ccccc23)c1,-1.9,4.7,14.1,-5.7,-10.2,-0.9,13.7,2.3,15.9,10.4
Fc1ccc2nc(N3CCCCC3)sc2c1,3.0,-1.5,6.0,1.6,4.7,8.0,-0.2,-1.2,-1.5,10.0
CN(c1cccc(NC(=O)Cc2ccccc2)c1)S(C)(=O)=O,-4.2,9.7,3.5,-1.2,15.6,-6.4,8.5,-6.6,-1.3,3.0
CCOC(=O)c1cc2c(ccn2C)n1CC(=O)N(Cc1ccccc1)c1ccccc1,29.4*,-19.6,-3.6,-5.8,3.4,-5.9,5.7,-3.3,9.8,24.3
CC(=O)C1=C(C)NC(=O)NC1c1ccccc1OCC(=O)NCCc1ccccc1 (stereo unspecified),3.4,-0.1,2.7,5.4,-5.5,3.4,-6.6,-6.2,-2.9,-13.1
O=C(NCC1CCCO1)c1ccc(S(=O)(=O)N2CCCCC2)cc1 (stereo unspecified),3.6,4.0,-2.5,2.4,2.9,1.9,0.9,-6.9,-5.1,6.7
O=C(NCc1ccc(Cl)cc1)C1CCN(S(=O)(=O)c2cc([N+](=O)[O-])ccc2Cl)CC1,0.0,-6.8,-4.3,-2.3,-9.5,1.6,-1.5,-0.2,0.7,-3.7

# 2 consecutive records out of the list so far, for reference:
SMILES,PRMT1 inh,NPR1 activator,HTRA1 inhibitor,UHRF1 binding,NPR2 activator,MBD2 DNA inh,SIAE primary,TCR-CD3 inh,rCAG binder,ABHD4 inh
Fc1ccc2nc(N3CCCCC3)sc2c1,3.0,-1.5,6.0,1.6,4.7,8.0,-0.2,-1.2,-1.5,10.0
CN(c1cccc(NC(=O)Cc2ccccc2)c1)S(C)(=O)=O,-4.2,9.7,3.5,-1.2,15.6,-6.4,8.5,-6.6,-1.3,3.0

# (continued)
SMILES,PRMT1 inh,NPR1 activator,HTRA1 inhibitor,UHRF1 binding,NPR2 activator,MBD2 DNA inh,SIAE primary,TCR-CD3 inh,rCAG binder,ABHD4 inh
CCN(Cc1cccs1)c1ncnc2ccc(-c3ccc4c(c3)OCO4)cc12,2.4,7.1,·,5.0,7.5,0.4,4.1,·,·,-2.2
CC1(C)CN(c2ccc(N3CC(C)(C)C3=O)cc2)C1=O,-3.8,0.1,3.5,2.1,6.4,2.9,-2.0,-2.8,-7.1,2.4
CCOc1ccc(OCC(=O)Nc2ccc(OC)cc2[N+](=O)[O-])cc1,2.8,-3.2,1.7,-0.7,-1.2,-2.6,4.4,4.1,2.9,6.8
COc1ccc(NC(=O)c2ccc(OCC3CCCO3)cc2)cc1Cl (stereo unspecified),1.3,2.8,-15.8,0.7,4.4,3.6,-4.4,-2.3,-0.3,-2.7
OC(C#CCN1CCCC1)(c1ccccc1)c1cccnc1 (stereo unspecified),7.6,2.3,·,21.5*,-1.7,9.9,-0.5,3.1,-3.5,-0.7
Cc1cc(F)ccc1N1CCC(N2CCN(C(C)C)C(CCO)C2)CC1 (stereo unspecified),0.8,1.2,-3.1,17.3,4.0,2.0,-7.7,-8.3,-5.2,-5.8
N#C/C(=C/c1ccc(O)cc1)C(=O)NCc1ccc(Cl)cc1,-2.2,5.6,-7.1,1.4,-8.6,-2.2,-11.0,3.2,11.3,-18.9
N[C@@H](C(=O)N[C@@H]1C(=O)N2C(C(=O)O)=C(Cl)CS[C@H]12)c1ccccc1,45.5*,2.2,-5.3,1.9,-0.7,-1.5,2.7,14.2,22.1,11.7
O=C(Nc1ccccc1Cl)c1cc(C2CCCN(C(=O)CCCc3ccccc3)C2)on1 (stereo unspecified),2.8,-4.1,·,3.6,-7.9,8.5,-8.2,-10.1,4.2,-27.2
c1cnc2ccc3ncccc3c2c1,0.8,3.2,6.3,-5.1,-0.7,0.3,5.9,1.1,3.4,3.6
COC(=O)C1=C(N)N(c2ccc(F)cc2)C2=C(C(=O)CCC2)C1c1ccc2c(c1)OCO2 (stereo unspecified),1.9,-6.2,-0.4,3.8,-2.9,-1.8,5.0,-4.5,1.8,-2.4
CC(=O)c1ccccc1OCC(O)CNC1CCCC1 (stereo unspecified),1.3,1.4,6.5,3.5,-5.0,-1.8,2.2,-2.8,0.4,4.0
CC(=O)c1cccc(NC(=S)NC(=O)CC(C)C)c1,-0.6,-0.4,2.7,6.0,4.8,-0.2,2.9,-4.5,-2.4,-2.4
Cc1ccccc1CN1CCCCC(NC(=O)C2CCCCC2)C1=O (stereo unspecified),-0.1,1.2,·,-1.9,-7.6,1.2,12.1,·,1.6,4.1
O=C(CSCc1ccccc1)N/N=C/c1ccccc1OCc1ccccc1,-4.8,-1.6,-65.5,-6.3,0.0,3.0,-18.7,-2.4,-4.1,-30.0
O=C(O)c1ccc(N2CCCCC2)cc1O,1.3,5.8,-0.1,-2.1,2.1,-1.4,3.3,5.8,3.0,-0.6
Cc1ccc(-n2c(O)c(C=Nc3cc(C)on3)c3ccccc3c2=O)c(C)c1,5.2,6.3,-26.8,1.0,4.7,1.6,-4.7,-2.0,4.6,0.1
COc1ccc(C)cc1NC(=O)CCc1ccc(S(=O)(=O)N2CCOCC2)cc1,-0.6,-0.1,0.1,-1.5,2.7,-1.6,4.6,-1.5,1.7,3.8
Cc1cc(SCC(=O)c2cccs2)n2nc(C)c(-c3ccc(Cl)cc3)c2n1,-1.0,13.7,-8.3,-4.1,20.6,3.5,-2.7,2.4,1.1,-3.4
Cc1cc(C)nc(SCC(=O)N/N=C/c2cccc([N+](=O)[O-])c2)n1,-2.3,0.7,-3.6,1.0,2.5,-3.1,6.0,8.5,-1.6,0.4
CCSc1nnc(-c2cccnc2)n1-c1ccc(Cl)c(C)c1,-0.5,-3.6,-4.6,0.8,-2.1,-1.0,-3.4,5.8,-4.5,-4.1
C[C@@]12CC(=O)NC1N(C(=O)c1cccc(C(F)(F)F)c1)C(c1ccccc1O)C2 (stereo partly specified),-3.5,-10.2,8.7,0.2,3.6,5.5,-2.5,4.2,-0.8,3.0
Cc1ccc(S(=O)(=O)NCc2n[nH]c(=S)n2C)cc1,-1.8,3.7,5.6,0.3,-0.1,-5.5,8.4,-0.2,2.3,9.1
COCC(C)N=C1NN=C(c2ccc(NC(C)=O)cc2)CS1 (stereo unspecified),11.3,1.2,7.4,-5.3,0.2,-1.0,-2.5,-4.0,1.3,10.2
CN(CC(=O)NCc1ccc(F)cc1)CC(=O)Nc1ccc(Cl)c(C(F)(F)F)c1,5.2,-5.2,-20.4,2.8,-9.2,1.7,-2.6,-2.8,-2.9,-18.5
Cc1cc(Br)ccc1SCC(=O)N1CCN(S(=O)(=O)c2ccccc2)CC1,-1.3,-12.1,-19.2,0.5,-4.6,2.0,9.6,-7.0,1.9,0.3
O=C(NNS(=O)(=O)c1ccccc1)C(O)(c1ccccc1)c1ccccc1,0.1,-0.7,-0.1,-0.9,-1.1,-2.0,3.0,4.3,-1.2,-4.8
Cc1cc(OCC(=O)N(C(C)C)C(C)C)ccc1Cl,-0.2,1.3,1.4,-1.2,-1.1,1.9,5.3,4.6,-5.5,1.4
COc1ccc(NC(=O)COC(=O)CC2CCCC2)cc1,-4.6,2.1,2.6,2.9,3.2,-1.0,-5.1,0.8,-0.6,-8.3
COc1ccc(-c2cc(C(F)(F)F)nc(NCc3cccs3)n2)cc1,2.4,4.8,-15.4,0.0,-3.0,-1.3,-24.8,0.6,-0.9,-21.3
Cc1ccc2c(c1)N(CC(=O)c1cccc(Cl)c1)C(=O)C(C)O2 (stereo unspecified),-0.4,-9.5,-1.8,-0.4,-6.2,0.2,-0.5,-3.8,-1.6,0.9
OC(CNCCc1ccccc1)COc1ccc(OCC(O)CNCCc2ccccc2)cc1 (stereo unspecified),2.2,-2.4,9.0,3.2,-7.6,3.5,-4.3,-5.4,1.9,4.7
O=C(c1ccccc1)N1CCN(c2ccc([N+](=O)[O-])c(NCc3cccnc3)c2)CC1,4.3,2.8,-2.5,-7.3,-3.4,-4.7,-9.3,-2.0,4.9,-5.3
C[C@@H]1CN([C@H](C)CO)C(=O)CCCn2cc(nn2)CO[C@H]1CN(C)C(=O)Nc1cccc2ccccc12,1.8,-1.6,4.4,20.5,-1.1,4.1,6.6,0.6,-0.5,-3.1
O=C1CCCC(O)=C1C=NCc1ccccc1,1.8,1.2,11.0,0.1,0.8,4.9,-2.5,-11.9,-5.2,8.2
O=C(Cc1ccccc1)N/N=C/c1cc2c(cc1Cl)OCO2,-0.7,-0.5,0.8,-2.9,2.5,-1.9,7.6,7.4,3.3,2.6
COc1ccc(/C=C/C(=O)N[C@H](C(=O)O)C(C)C)cc1,4.0,-3.3,6.1,-0.2,3.3,-2.1,-7.6,-2.1,-1.6,-2.8
CCCc1sc(N)nc1-c1ccc(Cl)cc1,-0.2,-2.3,1.1,-0.5,-3.1,4.9,6.7,8.1,0.6,4.5

# High-throughput results deposited in PubChem by several laboratories.
